mHtt clearance – compounds clearing mutant huntingtin protein; hit rate 0.42% among 47,000; inhibition, % at 1.5 µM; HeLa Exon1htt(103Q)mCFP, aggregate imaging; zero = plate's median compound well;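 active means inhibition of aggregate fluorescence above about 70%, also judged a hit by eye on the cell image, limit read from the data, passing the limit was not always enough; inconclusive means no rule stated for this call; inactive means not judged a hit on image review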;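 further: cells exposed to compound for three days before fixation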
mHtt clearance grain fraction – recorded beside mHtt clearance, whose call it bears; fraction fluorescence in grains; measured here: aggregate grain fluorescence fraction; hits give low values;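 scaled fraction of total cell fluorescence in grains with unit not stated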
Active calls of the source: *.

`COC(=O)c1ccc(NC(=O)Cn2nnc3ccccc32)cc1` gave mHtt clearance 36 and mHtt clearance grain fraction 14.
`Clc1ccc2nc(CSc3nncn3-c3ccccc3)cn2c1` gave mHtt clearance -55 and mHtt clearance grain fraction 61.
Screening CCCCC(=O)C1=C(N2CCCC2)CC(C)(C)CC1=O returned mHtt clearance 72* and mHtt clearance grain fraction 5.3*.
`NC(=O)c1ncc(C(F)(F)F)cc1Oc1cccc(F)c1` gave mHtt clearance -7 and mHtt clearance grain fraction 22.
Screening CCOC(=O)c1c(C)[nH]c(C)c1C(=O)COC(=O)c1cccc(S(=O)(=O)NC)c1 returned mHtt clearance -16 and mHtt clearance grain fraction 41.
Screening Cc1ccc(-c2nnc3sc(CCc4ccccc4)nn23)cc1 returned mHtt clearance 43 and mHtt clearance grain fraction 11.
Cc1ccc(C(=O)N(Cc2nc(-c3ccc(C)cc3)no2)C(C)C)cc1 was read as mHtt clearance 12 and mHtt clearance grain fraction 30.
`CCS(=O)(=O)N1CCC(c2nc(-c3ccc(C)cc3)no2)CC1` gave mHtt clearance -40 and mHtt clearance grain fraction 43.
For CCOc1cc(C2CC(=O)N3CN(C4CCCCC4)CSC3=C2C#N)ccc1O (stereo not drawn) the results were mHtt clearance 52 and mHtt clearance grain fraction 15.
CCOC(=O)c1cc(C)n(S(=O)(=O)c2ccc(C)cc2)c1C was read as mHtt clearance -21 and mHtt clearance grain fraction 41.
For O=C(Oc1ccc(/C=N/O)cc1)c1ccccc1 the results were mHtt clearance -32 and mHtt clearance grain fraction 27.
For C=CCn1c(SCC(=O)Nc2c(C)nn(Cc3ccccc3)c2C)nnc1C(O)c1ccccc1 (stereo not drawn) the results were mHtt clearance -16 and mHtt clearance grain fraction 23.
Screening COc1cccc(-c2csc(N3CCN(C(=O)Nc4ccc(F)cc4)CC3)n2)c1 returned mHtt clearance -29 and mHtt clearance grain fraction 25.
`Clc1ccc2c(c1)C=Nc1c(NCc3ccccc3)ncnc1O2` gave mHtt clearance -1 and mHtt clearance grain fraction 40.
CCN(CC)S(=O)(=O)c1ccc(C(=O)N2CCN=C2SCc2cccnc2)cc1 was read as mHtt clearance 23 and mHtt clearance grain fraction 15.
For CN(c1ccc(C(=O)NCc2ccco2)cc1)S(C)(=O)=O the results were mHtt clearance -11 and mHtt clearance grain fraction 19.
`CC1(C)CC(=O)N(c2ccccc2)C1(C)O` (stereo not drawn) gave mHtt clearance 1 and mHtt clearance grain fraction 18.
COC(=O)c1cn(C(=O)c2ccccc2F)nc1N was read as mHtt clearance -33 and mHtt clearance grain fraction 49.
Cc1cc(Cl)cc(Cl)c1OCCOc1cccc2cccnc12 was read as mHtt clearance 10 and mHtt clearance grain fraction 18.
`CCSc1nnc(C)c2ccccc12` gave mHtt clearance 6 and mHtt clearance grain fraction 37.
`Cc1noc(C)c1CSc1nc2ccccc2n1CCc1ccccc1` gave mHtt clearance -4 and mHtt clearance grain fraction 30.
CC(C)(C)CC(=O)Nc1ccc(Nc2ccccc2)cc1 was read as mHtt clearance -30 and mHtt clearance grain fraction 40.
COC(=O)c1ccc(COc2cc(O)c3c(c2)OC(C)(C)CC3=O)cc1 was read as mHtt clearance -30 and mHtt clearance grain fraction 26.
c1ccc(CN(Cc2ccco2)C(c2ccncc2)c2nnnn2C2CCCC2)cc1 (stereo not drawn) was read as mHtt clearance 25 and mHtt clearance grain fraction 26.
For COC1(OC)N=C(NC(=O)Nc2ccccc2)C2(C#N)C(c3ccccc3)C12C#N (stereo not drawn) the results were mHtt clearance -44 and mHtt clearance grain fraction 30.
CCOc1cc(S(=O)(=O)NCCc2cccc(C)c2)c(OCC)cc1-n1cnnn1 was read as mHtt clearance 42 and mHtt clearance grain fraction 20.
`O=C(COC(=O)c1cnccn1)c1ccc(OC(=O)c2ccccc2)cc1` gave mHtt clearance 10 and mHtt clearance grain fraction 34.
Screening COc1cccc(-n2c(Cc3cc(=O)[nH]c(=O)[nH]3)nnc2SCC(=O)Nc2ccccc2)c1 returned mHtt clearance -52 and mHtt clearance grain fraction 68.
For O=C(NC1CCCCC1)C(c1ccco1)N(C(=O)C(F)(F)F)C1CC1 (stereo not drawn) the results were mHtt clearance 0 and mHtt clearance grain fraction 18.
Screening Cc1csc(NC(=O)c2cccs2)n1 returned mHtt clearance -12 and mHtt clearance grain fraction 21.
`O=C(Nc1nc2nc(-c3ccccc3)cc(=O)n2[nH]1)c1ccccc1` gave mHtt clearance 27 and mHtt clearance grain fraction 15.
CC(=O)Nc1ccc(C(=O)NC(CC(=O)O)c2ccc(Cl)cc2)cc1 (stereo not drawn) was read as mHtt clearance 22 and mHtt clearance grain fraction 15.
`COc1ccccc1CN(Cc1cc2cc3c(cc2[nH]c1=O)OCCO3)Cc1nnnn1Cc1ccco1` gave mHtt clearance -16 and mHtt clearance grain fraction 43.
For COc1cc(C2CC(=O)C=C(O)C2)cc(OC)c1OC (stereo not drawn) the results were mHtt clearance 25 and mHtt clearance grain fraction 15.
Screening Cc1ccc2nc(C)cc(NCCO)c2c1 returned mHtt clearance 24 and mHtt clearance grain fraction 16.
`CCN(CC)S(=O)(=O)c1ccc(Cl)c(C(=O)N2CCc3ccccc32)c1` gave mHtt clearance -6 and mHtt clearance grain fraction 22.
CC(=O)Oc1ccc(C)cc1N1C(=O)c2ccc(C(=O)O)cc2C1=O was read as mHtt clearance -56 and mHtt clearance grain fraction 61.
Screening C=CCn1c(SCC(=O)N2CCCC2)nc2scc(-c3cccs3)c2c1=O returned mHtt clearance 2 and mHtt clearance grain fraction 42.
For C=CCNc1nc(Nc2ccc(OC)cc2OC)nc(OCC)n1 the results were mHtt clearance -15 and mHtt clearance grain fraction 21.
`Cc1ccc(NC(=O)c2ccc(OC(=O)c3ccco3)cc2)cc1` gave mHtt clearance -22 and mHtt clearance grain fraction 23.
`O=C1Nc2cc(C(=O)N3CCN(Cc4ccccc4)CC3)ccc2SC1N1CCOCC1` (stereo not drawn) gave mHtt clearance -13 and mHtt clearance grain fraction 24.
COc1ccc(N2C(=O)CSC23CCC(C(C)(C)C)CC3)cc1 (stereo not drawn) was read as mHtt clearance 25 and mHtt clearance grain fraction 29.
Screening NC(=O)C[C@@H]1N[C@]2(C(=O)Nc3ccccc32)[C@@H]2C(=O)N(C3CCCCC3)C(=O)[C@H]12 returned mHtt clearance 17 and mHtt clearance grain fraction 29.
Screening O=C1CSCC(=O)N1c1ccccc1 returned mHtt clearance 14 and mHtt clearance grain fraction 26.
For CCCC(=O)Nc1ccc(N2CCN(C(=O)c3ccccc3C)CC2)cc1 the results were mHtt clearance -23 and mHtt clearance grain fraction 24.
COc1ccc(S(=O)(=O)N2CCC(C(=O)Nc3ccc(OC)c(OC)c3)CC2)cc1C was read as mHtt clearance -9 and mHtt clearance grain fraction 22.
COc1ccc(CN(C(=O)c2ccco2)c2ccccc2)cc1 was read as mHtt clearance -24 and mHtt clearance grain fraction 22.
Screening O=C1[C@@H]2C(Cc3ccc(O)cc3)NC3(C(=O)Nc4ccc(F)cc43)[C@@H]2C(=O)N1c1ccccc1 (stereo partly drawn) returned mHtt clearance 35 and mHtt clearance grain fraction 28.
For COc1ccc(NC(=O)c2ccc3c(c2)OCO3)cc1Cl the results were mHtt clearance 23 and mHtt clearance grain fraction 15.
For COc1ccc(NC(=S)NC(NC(=O)c2cccc(Cl)c2)C(Cl)(Cl)Cl)c([N+](=O)[O-])c1 (stereo not drawn) the results were mHtt clearance 28 and mHtt clearance grain fraction 13.
`CCOc1ccc2[nH]c(=O)c(CN(CCO)C(=O)CC)cc2c1` gave mHtt clearance inconclusive.
For Cc1oc(-c2cccs2)nc1CS(=O)CC(=O)NCCCOC(C)C (stereo not drawn) the results were mHtt clearance 4 and mHtt clearance grain fraction 35.
For COc1ccc(Cc2nnc(SCC(=O)NCC3CCCO3)o2)cc1 (stereo not drawn) the results were mHtt clearance -12 and mHtt clearance grain fraction 41.
Screening COc1ccc(OCCCn2c(=O)oc3ccccc32)cc1 returned mHtt clearance -27 and mHtt clearance grain fraction 23.
Screening Cc1ccc(CCN2CC(C(=O)NCc3ccco3)CC2=O)cc1 (stereo not drawn) returned mHtt clearance -9 and mHtt clearance grain fraction 40.
CC1=C(C(=O)OC2CCCCC2)C(c2ccc(C)o2)C2=C(CCCC2=O)N1 (stereo not drawn) was read as mHtt clearance -4 and mHtt clearance grain fraction 38.
`Cc1cccc(CSC2=NCCN2C(=O)c2ccco2)c1` gave mHtt clearance -6 and mHtt clearance grain fraction 44.
Screening Cc1ccccc1-c1nc2cc(Cl)ccc2o1 returned mHtt clearance 11 and mHtt clearance grain fraction 35.
For O=C(CSc1nnnn1C1CCCCC1)NCc1ccco1 the results were mHtt clearance -8 and mHtt clearance grain fraction 45.
`Cc1ccc(C(=O)NCc2occc2C(=O)O)o1` gave mHtt clearance 35 and mHtt clearance grain fraction 12.
`COC(=O)c1ccc2c(=O)n(Cc3ccco3)c(SCC(=O)Nc3ccc(C)c(Cl)c3)nc2c1` gave mHtt clearance -12 and mHtt clearance grain fraction 22.
For O=C(NC1CCCC1)C(Cc1ccccc1)n1cccc1 (stereo not drawn) the results were mHtt clearance 40 and mHtt clearance grain fraction 21.
Screening Cc1ccc(CSCC(=O)N2CCN(c3ccc(F)cc3)CC2)cc1 returned mHtt clearance 20 and mHtt clearance grain fraction 32.
For CCOC(=O)Cc1cc(=O)n2[nH]c(-c3ccc(C)cc3)cc2n1 the results were mHtt clearance -44 and mHtt clearance grain fraction 28.
`COc1ccccc1NC(=O)C1=C(C)Nc2ncnn2C1c1ccccc1C` (stereo not drawn) gave mHtt clearance 32 and mHtt clearance grain fraction 25.
Screening Cc1cc(NC(=O)COc2cccc(C)c2C)no1 returned mHtt clearance 42 and mHtt clearance grain fraction 18.
Screening COCCn1c(Cc2ccccc2)nnc1SCC(=O)NC(C)(C)C returned mHtt clearance -44 and mHtt clearance grain fraction 31.
Screening COc1cc(Cn2ccnc2)c(OC)cc1Cn1ccnc1 returned mHtt clearance -9 and mHtt clearance grain fraction 43.
Cc1ccc(NC(=O)N(CCCN2CCOCC2)Cc2cc3cc4c(cc3[nH]c2=O)OCO4)cc1 was read as mHtt clearance -25 and mHtt clearance grain fraction 51.
For CCOC(=O)c1ccccc1NC(=O)Cn1cnc2c(cnn2-c2ccccc2)c1=O the results were mHtt clearance -7 and mHtt clearance grain fraction 39.
Screening Cc1nc2ccc(S(=O)(=O)NC(C(=O)N3CCn4c3nc3ccccc34)C(C)C)cc2s1 (stereo not drawn) returned mHtt clearance -6 and mHtt clearance grain fraction 55.
Screening Cc1[nH]n(-c2ccc(Cl)cc2)c(=O)c1C=Nc1ccc(S(=O)(=O)N2CCOCC2)cc1 returned mHtt clearance 4 and mHtt clearance grain fraction 39.
For COc1ccccc1NC(=O)CSc1nnc(Cc2ccccc2)o1 the results were mHtt clearance -41 and mHtt clearance grain fraction 28.
Screening O=C(c1ccc(S(=O)(=O)N2CCOCC2)cc1)N1CCN(c2ccc(F)cc2)CC1 returned mHtt clearance 10 and mHtt clearance grain fraction 33.
`CNC(=O)C(C)NS(=O)(=O)c1ccc(F)cc1` (stereo not drawn) gave mHtt clearance 1 and mHtt clearance grain fraction 32.
For Cc1cc(O)c(C(C[N+](=O)[O-])c2ccc(Cl)cc2Cl)c(=O)o1 (stereo not drawn) the results were mHtt clearance 15 and mHtt clearance grain fraction 32.
`C=CCOc1nc2c(c(=O)n(C)c(=O)n2C)n1Cc1ccccc1Cl` gave mHtt clearance -48 and mHtt clearance grain fraction 26.
`O=C(O/N=C\c1ccc(N2CCCCC2)c([N+](=O)[O-])c1)c1c(F)cccc1F` gave mHtt clearance -6 and mHtt clearance grain fraction 41.
Screening CCOC(=O)c1c(NC(=O)CNCC(O)CO)sc(C)c1C (stereo not drawn) returned mHtt clearance -12 and mHtt clearance grain fraction 45.
Screening O=C(COC(=O)C1CC(=O)N(c2ccccc2)C1)c1ccccc1 (stereo not drawn) returned mHtt clearance 9 and mHtt clearance grain fraction 30.
`O=C(Nc1ccc2c(c1)Cc1ccccc1-2)c1ccco1` gave mHtt clearance 16 and mHtt clearance grain fraction 32.
Screening Cc1ccc(Nc2ncc3c(n2)CC(c2ccco2)CC3=O)c(C)c1 (stereo not drawn) returned mHtt clearance -32 and mHtt clearance grain fraction 53.
`O=C1C2C3C=CC(O3)C2C(=O)N1CC(O)c1ccccc1` (stereo not drawn) gave mHtt clearance -26 and mHtt clearance grain fraction 27.
For COc1ccc(OC)c(Nc2nc(-c3cccc([N+](=O)[O-])c3)nc3ccccc23)c1 the results were mHtt clearance -4 and mHtt clearance grain fraction 32.
Screening CC(=O)c1cc(F)c(N2CCN(C(=O)Cc3ccccc3)CC2)cc1C returned mHtt clearance -2 and mHtt clearance grain fraction 17.

At a glance, ten of the compounds above:
`CNC(=O)C(C)NS(=O)(=O)c1ccc(F)cc1` (stereo not drawn) gave mHtt clearance 1 and mHtt clearance grain fraction 32.
For Cc1cc(O)c(C(C[N+](=O)[O-])c2ccc(Cl)cc2Cl)c(=O)o1 (stereo not drawn) the results were mHtt clearance 15 and mHtt clearance grain fraction 32.
`C=CCOc1nc2c(c(=O)n(C)c(=O)n2C)n1Cc1ccccc1Cl` gave mHtt clearance -48 and mHtt clearance grain fraction 26.
`O=C(O/N=C\c1ccc(N2CCCCC2)c([N+](=O)[O-])c1)c1c(F)cccc1F` gave mHtt clearance -6 and mHtt clearance grain fraction 41.
Screening CCOC(=O)c1c(NC(=O)CNCC(O)CO)sc(C)c1C (stereo not drawn) returned mHtt clearance -12 and mHtt clearance grain fraction 45.
Screening O=C(COC(=O)C1CC(=O)N(c2ccccc2)C1)c1ccccc1 (stereo not drawn) returned mHtt clearance 9 and mHtt clearance grain fraction 30.
`O=C(Nc1ccc2c(c1)Cc1ccccc1-2)c1ccco1` gave mHtt clearance 16 and mHtt clearance grain fraction 32.
Screening Cc1ccc(Nc2ncc3c(n2)CC(c2ccco2)CC3=O)c(C)c1 (stereo not drawn) returned mHtt clearance -32 and mHtt clearance grain fraction 53.
`O=C1C2C3C=CC(O3)C2C(=O)N1CC(O)c1ccccc1` (stereo not drawn) gave mHtt clearance -26 and mHtt clearance grain fraction 27.
For COc1ccc(OC)c(Nc2nc(-c3cccc([N+](=O)[O-])c3)nc3ccccc23)c1 the results were mHtt clearance -4 and mHtt clearance grain fraction 32.

Source: PubChem

Some of the compounds tested. The share of hits here may be higher or lower than overall.
